Insulin prom up: MIN6 insulin promoter up-regulation; MIN6 insulin promoter-GFP reporter, high-content imaging; active compounds read high; z-score at 5 µM; 190,000 tested, 0.3% active; AID 1625;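 active = z-score above 3 at 5 µM with at least 500 cells counted in the well; inconclusive = wells under 500 cells, flagged as cytotoxic or low count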
Autophagy HCS: autophagy modulation, high-content screen; MEF GFP-LC3 puncta imaging; test concentration mostly 10 µM; 190,000 tested, 0.98% active; AID 463193; calls only at 10 µM (by protocol);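 active = percentage of spot-positive cells more than 3 SD above its plate mean, without a fluorescence outlier flag or 80% toxicity; inconclusive = no clear call, values can overlap the other calls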;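 note: spot-positive cell cutoff set from DMSO-treated cells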
MT stabilizer: microtubule stabilization, imaging screen; HeLa tubulin immunostaining HCS, 24 h; share of cells brighter than vehicle mean+2SD; % tubulin-high responders, % at 10 µM; 200,000 tested, 0.83% active;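 active = plate Z-score above 3 for both tubulin-high and condensed-nucleus cell shares, with cell loss under 80%, at 10 µM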;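 note: anti alpha tubulin signal scored within the nucleus-defined area of each cell; some results filed as inactive read as strong as hits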
Yfh1-depleted yeast: mitochondrial function rescue without frataxin homolog – Friedreich's ataxia, plus single-dose screen, dose response (AID 1465); S. cerevisiae Yfh1-off respiration, WST-1 reduction, 72 h; higher fold induction means a stronger effect; one-dose fold induction at 50 µM; EC50 in µM for titrated hits; 220,000 tested, 0.074% active;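 active = fold induction of absorbance versus untreated yeast above a set limit, then at least 30% activation at any dose in follow-up; inconclusive = repeats straddling the limit, or above it without dose testing; inactive = fold induction below the set limit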;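 note: activators that raise dye reduction in frataxin-depleted yeast; strong numbers were not always called active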
WT yeast gro inh: growth inhibition of WT yeast, mitochondrial fusion screen; 190,000 tested, 2.1% active; inhibition, % at 10 µM; AID 1362; mitochondrial fusion phenotypic screen, WT strain; in the data active = inhibition above about 58%; tested in S. cerevisiae
Dynein transport: blocks dynein driven cargo transport along microtubules. 3617.4 mouse cells, GR-EGFP nuclear translocation imaging; test concentration mostly 20 µM; stimulated with dexamethasone, 1 µM; active compounds read low. z-score, hits read low. 220,000 tested, 0.47% active. AID 1381;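 active = plate z-score of nuclear minus cytoplasmic receptor signal below a set negative limit, without overly bright fluorescence or cell loss, cut at about -3.5 in these data, passing the limit was not always enough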;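 note: z-score of nuclear minus cytoplasmic ring GR-EGFP intensity difference per well; some compounds called inactive have numbers as strong as hits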
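Buffer or medium: tet-free medium with charcoal-stripped serum / Also added: dexamethasone agonist, 1.0 µM final, for 30 min / Timing: induction 48 h, compound 1 h, agonist 30 min / Measured by: high-content fluorescence imaging after fixation / Read-out: nuclear-to-cytoplasmic GR-EGFP distribution per well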
Hep lipid drop: hepatic lipid droplet formation modulation. AML12 mouse hepatocytes, oleate lipid droplets, BODIPY imaging. inhibition, % at 6.5 µM. 240,000 tested, 0.4% active;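 active = lipid droplet intensity inhibited by at least 50%, with more than 500 cells counted; inconclusive = wells with under 300 cells, treated as cytotoxic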
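Material – mouse AML12 hepatocyte cell line, fixed after treatment · Compound dosing – one dose, 6.5 µM compound · Times – compound with oleate, overnight · Measured by – Image-based BODIPY and DAPI two-channel analysis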
b-catenin transl: alters nuclear translocation of beta-catenin in HeLa cells; immunofluorescence imaging; nuclear translocation activity, % at 5 µM; 190,000 tested, 0.3% active; AID 1665;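 active = nuclear translocation activity above 50% at 5 µM, with a well cell count of 50 or more; inconclusive = wells under 50 cells across six images, flagged as toxic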;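 note: per-cell ratio of nuclear to cytoplasmic median beta-catenin stain intensity; plate controls were DMSO negative control for no effect and GSK-3 inhibitor IX positive control for full effect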
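assay system = human HeLa cells, endogenous beta-catenin | times = compound treatment 24 h, 37°C, 5% CO2 | detection = Anti-beta-catenin immunofluorescence on PFA-fixed, Triton-permeabilized cells, DAPI nuclei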
NOD2 inhibition: NOD2 signaling inhibitors, cell-based, luminescence, uHTS, HEK293 (AID 1566) | HEK293 NOD2/NF-kB luciferase reporter, luminescence; higher % means a stronger effect | inhibition, % at 4 µM, or EC50 in µM where a hit was titrated | 290,000 tested, 0.63% active; in the data active = inhibition above about 50%; note: many of its hits are not listed in these tables
WT yeast gro inh mutant strain: further read-out of WT yeast gro inh, marked with its call; inhibition, %; mitochondrial fusion phenotypic screen, mutant strain inhibition
Dynein transport cytoplasmic EGFP: recorded beside Dynein transport, whose call it bears; z-score; measured here: cytoplasmic GR-EGFP intensity; active compounds read high
Dynein transport nuclear GR-EGFP: further read-out of Dynein transport, marked with its call; z-score; measured here: nuclear GR-EGFP intensity;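 lower value marks the stronger effect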
Dynein transport cell count: further read-out of Dynein transport, marked with its call; z-score; measured here: cell count per field
Insulin prom up cell count: further read-out of Insulin prom up, marked with its call; cell count; measured here: cytotoxicity, nuclei count;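 total cells summed across four imaged fields per well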
Hep lipid drop cells 6.5 µM: also measured in Hep lipid drop; calls as there; cell count; measured here: cell count, cytotoxicity flag;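 cells counted across two imaged fields per well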
b-catenin transl cell count 5 µM: second read-out of b-catenin transl, no call of its own (marks repeat the call); cell count; measured here: cell count, cytotoxicity flag
MT stabilizer Hoechst-high %: second read-out of MT stabilizer, no call of its own (marks repeat the call); % Hoechst-high responders; measured here: nuclear condensation Hoechst responders;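 share of cells brighter than vehicle mean plus two SD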
MT stabilizer cytotoxicity %: further read-out of MT stabilizer, marked with its call; toxicity, %; measured here: cytotoxicity by cell density;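 0% = mean cell density of plate MIN control wells and 100% = no cells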
Autophagy HCS cell loss 18 h: also measured in Autophagy HCS; calls as there; toxicity, %; measured here: cell loss, nuclei count;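 cell loss after 18 h compound exposure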
* = called active by the depositor; i = inactive; ? = inconclusive; / = not tested or not shown. Some of the compounds tested. The share of hits here may be higher or lower than overall.

Values run as follows: Insulin prom up	Insulin prom up cell count	Autophagy HCS	Autophagy HCS cell loss 18 h	MT stabilizer	MT stabilizer Hoechst-high %	MT stabilizer cytotoxicity %	Yfh1-depleted yeast	WT yeast gro inh	WT yeast gro inh mutant strain	Dynein transport	Dynein transport cytoplasmic EGFP	Dynein transport nuclear GR-EGFP	Dynein transport cell count	Hep lipid drop	Hep lipid drop cells 6.5 µM	b-catenin transl	b-catenin transl cell count 5 µM	NOD2 inhibition
> COc1cccc(C2/C(=C(/O)c3cnn(-c4ccccc4)c3C)C(=O)C(=O)N2CCN(C)C)c1 (stereo not drawn)
 : -0.37	1172	i	-1.9	2.8	3.2	6.7	/	5.7	0.1	-0.94	-0.173	0.0697	0.174	-33.6	729	-1.3	1144	11.0%
> CC(C)CC(c1nnnn1Cc1ccccc1)N1CCC(C(N)=O)CC1 (stereo not drawn)
 : /	/	i	30.4	6.2	1.7	3.5	i	-21.3	-12.8	-0.604	-0.193	0.0277	-0.843	-12.6	698	/	/	11.5%
> O=C(NCc1ccco1)c1ccc(=O)[nH]n1
 : ?	/	i	-5.3	2.5	2.8	3.3	i	10.3	13.6	0.19	-0.417	0.022	0.379	/	/	-2.7	765	-10.2%
> Cc1c(NC(=O)C2CCCNC2=O)c(=O)n(-c2ccccc2)n1C (stereo not drawn)
 : 1.04	1204	i	-4.5	5.2	1.5	2.3	i	8.3	16.9	0.475	-0.158	-0.447	1.6	-3.3	754	-1.2	1016	-3.5%
> COc1c(/C=N/NC(N)=S)c(C)nn1-c1ccccc1
 : 0.67	1312	i	20.7	1.8	2.8	15.0	i	4.4	11.6	0.383	-0.102	-0.257	0.171	19.6	646	-5.0	539	-0.9%
> O=C(COc1ccccc1N1C(=O)C2C3C=CC(C3)C2C1=O)c1ccccc1 (stereo not drawn)
 : -1	1480	/	/	/	/	/	i	/	/	0.56	-0.278	0.0212	-0.32	-22.6	701	0.2	1311	13.0%
> COc1ccc2c(CC(=O)Nc3ccc(N4CCOCC4)cc3)coc2c1
 : 0.48	1221	i	-9.7	5.2	2.8	8.4	i	3.9	10.6	-0.319	-0.164	0.0972	0.416	11.1	706	2.0	1052	0.3%
> S=c1[nH]nc(-c2ccc(Cl)cc2)n1Cc1ccccc1
 : /	/	i	2.6	3.5	2.0	6.3	i	2.9	-4.2	0.574	-0.23	0.63	-0.795	-2.4	746	6.4	526	19.3%
> COC(=O)C(C)N(c1ccc(OC)cc1)S(C)(=O)=O (stereo not drawn)
 : 0.07	1538	i	-4.9	3.4	2.2	5.4	i	-13.7	3.5	-0.735	-0.326	0.0276	0.425	4.5	764	1.3	910	1.0%
> COC(=O)Nc1sc2c(c1C(=O)N1CCOCC1)CCC(C)C2 (stereo not drawn)
 : -0.09	1242	i	1.8	2.4	2.3	9.2	i	-10.3	-4.4	-0.18	-0.25	-0.107	0.378	0.8	756	-0.9	1088	9.3%
> COc1cc(C(=O)c2ccccc2)c(OC)cc1C(=O)Nc1ccc(O)cc1
 : 0.08	1172	i	1.3	4.2	2.8	3.0	i	-2.9	-42.8	-0.585	-0.16	-0.453	-0.0359	-8.4	669	0.4	1518	6.9%
> O=C(Oc1ccccc1Cl)c1ccc(N2CCOCC2)c([N+](=O)[O-])c1
 : -0.04	1484	i	-4.4	2.2	1.6	5.2	i	4.0	-12.8	-1.03	-0.285	-0.796	0.735	7.4	592	4.8	923	16.3%
> Cc1cc(C)nc(SCC(=O)NC2=NC(=O)C(C)S2)n1 (stereo not drawn)
 : -0.37	1955	i	-5.5	2.8	2.3	8.9	i	16.6	4.2	-0.754	-0.255	-0.466	0.111	6.2	686	-0.6	1062	-6.3%
> Cc1cccc(NC(=S)N/N=C/C(C)c2ccccc2)c1C (stereo not drawn)
 : 0.46	1528	i	22.1	3.3	2.1	7.8	i	18.6	24.7	0.619	0.582	0.632	-0.319	-10.8	678	-6.1	1205	-12.3%
> CCN(CC)C1=C(Cl)C(=O)C(Cl)C12OCCO2 (stereo not drawn)
 : 0.73	995	/	/	/	/	/	i	/	/	1.12	-0.798	0.422	-0.772	14.4	583	0.2	1276	11.6%
> O=C(CSC1=NCCS1)Nc1nc(-c2ccccc2)cs1
 : -0.62	1417	i	-7.7	3.3	2.9	11.5	/	28.2	28.2	-0.358	-0.134	0.229	-0.652	/	/	-3.2	925	-23.5%
> Cc1noc(C)c1CSc1cc(C)c2ccccc2n1
 : 0.6	1211	i	-3.5	1.8	2.1	1.5	i	-22.4	2.4	-0.563	-0.211	-0.402	0.602	/	/	-0.1	1147	-5.5%
> Cc1cccc(OCCCn2c(=O)sc3ccccc32)c1
 : -0.44	1471	i	1.3	4.2	1.8	2.0	i	14.6	1.3	-0.732	-0.241	-1	0.221	/	/	-0.5	1381	-32.1%
> CCCCNC(=O)c1cc([N+](=O)[O-])[nH]n1
 : 0.14	1177	i	6.4	3.7	2.9	2.6	i	-3.9	8.7	0.7	-0.183	0.786	-1.05	8.9	608	-2.3	1158	-2.2%
> O=C(COC(=O)CCSc1ccccc1)NCc1ccc(F)cc1
 : -0.02	1323	i	4.9	3.0	2.4	0.5	i	1.3	-1.8	-0.468	-0.305	-0.203	0.873	0.9	676	-1.3	1163	1.9%
> Cc1c2cnn(CC(=O)Nc3c(F)c(F)cc(F)c3F)c(=O)c2c(C)n1Cc1ccc(F)cc1
 : 0.19	1610	i	18.5	3.5	2.2	0.9	i	-2.7	2.1	-1.19	-0.204	-0.58	0.861	-1.3	676	-3.0	1014	-16.2%
> CC(/C=C/c1ccccc1)=N\NC(=O)C1CC1(C)c1ccccc1 (stereo not drawn)
 : /	/	i	9.3	3.0	1.9	9.4	i	71.7*	59.3*	-0.287	-0.236	0.174	1.08	-11.3	755	1.8	1172	-4.8%
> O=C(Nc1ccc(F)cc1)NC1CCN(Cc2c(F)cccc2Cl)CC1
 : -0.17	1355	/	/	/	/	/	i	/	/	-1.15	-0.267	-0.76	0.883	-7.8	654	0.8	1243	4.7%
> O=C(CN1C(=O)NC2(CCCCCCC2)C1=O)NC(=O)NCc1ccco1
 : -0.74	971	i	4.3	2.5	1.4	8.4	i	1.0	-0.4	0.397	-0.121	0.375	0.657	/	/	0.3	1174	4.9%
> CNC(=S)Nc1ccc(Cc2ccncc2)cc1
 : -0.08	1430	/	/	/	/	/	i	/	/	-0.33	-0.239	-0.172	-0.347	25.5	682	-2.6	1211	2.5%
> CCOC(=O)c1cnc(SC)nc1N1CCCC1
 : -0.99	1451	i	17.3	3.8	1.6	8.0	i	-0.9	3.1	0.151	-0.33	0.116	0.504	-5.6	643	-0.3	1391	4.6%
> Cc1nc2ncnn2c(N2CCN(S(=O)(=O)c3ccc(Br)cc3)CC2)c1C
 : -0.22	1147	i	1.6	2.6	1.9	12.3	i	-4.7	-2.5	-0.425	-0.11	-0.261	-1.28	21.4	690	2.1	1506	11.9%
> O=C(Nc1nnc(-c2ccccc2)o1)c1cccc(N2C(=O)CCC2=O)c1
 : 0.18	1248	i	-9.3	2.8	3.7	5.5	i	-9.4	-28.5	-0.19	-0.253	-0.318	0.354	-20.4	521	-0.8	903	1.8%
> C/C(CC(=O)Nc1ccc2c(c1)OCCO2)=N\NC(=O)c1ccccn1
 : -0.5	1334	i	15.0	3.2	2.6	10.8	i	-13.3	-5.8	0.433	-0.139	-0.109	0.651	8.4	645	0.6	1093	2.9%
> CC(NC(=S)Nc1ccc(S(=O)(=O)N2CCOCC2)cc1)C1CC2CCC1C2 (stereo not drawn)
 : /	/	i	19.2	2.9	1.5	3.3	i	26.4	-6.2	0.996	-0.0742	0.66	-1.63	-12.0	553	1.3	938	-31.0%
> CC1Cc2cc(/C(O)=C3/C(=O)C(=O)N(CCCn4ccnc4)C3c3ccco3)ccc2O1 (stereo not drawn)
 : -0.22	1270	i	-13.5	2.0	2.0	4.5	i	7.8	3.0	-0.229	-0.226	-0.118	0.52	/	/	-7.1	947	24.5%
> CCOC(=O)COc1cccc2c(=O)n(CC(=O)N3CCN(C(=O)OCC)CC3)ccc12
 : 0.06	1237	i	0.6	3.3	3.3	9.7	i	17.3	3.6	-0.591	0.142	-0.154	0.406	4.7	791	-1.3	1184	9.4%
> CC(C)(C)NC(=O)Cn1c(SCC(N)=O)nc2ccccc21
 : -0.16	1494	i	-5.4	2.1	1.0	2.5	i	5.4	-5.3	0.0422	-0.194	-0.626	0.0491	/	/	-2.2	1343	-5.3%
> COc1ccc(/C=N/NC(=O)CN2CCS(=O)(=O)CC2)cc1
 : 0.83	1401	i	3.8	1.3	0.9	5.8	i	46.1	-0.6	-0.813	-0.197	-0.433	0.747	/	/	-2.3	1381	-1.1%
> Cc1cc(C(=O)CSc2nnc(-c3cccnc3)n2-c2ccccc2F)c(C)n1C
 : /	/	i	6.7	5.5	2.5	3.0	i	-16.4	-9.7	-0.39	-0.0959	-0.0414	0.142	/	/	/	/	/
> COc1ccc(C(C(=O)NCc2ccccc2)N(Cc2cccs2)C(=O)c2cnccn2)cc1 (stereo not drawn)
 : 0.35	1406	i	-22.6	3.0	1.9	5.6	i	-3.8	-24.5	0.133	-0.185	-0.263	-0.786	/	/	-1.4	1372	12.3%
> CC1(C)CC(=O)c2sc(NC(=O)C(C)(C)C)nc2C1
 : -0.52	1449	i	-21.0	1.0	0.7	0.8	i	19.2	3.7	-1.17	-0.289	-0.42	0.31	1.0	697	0.3	1057	-49.5%
